MCF10A rerep = induces DNA re-replication in MCF 10a normal breast cells; MCF 10A DNA re-replication, Hoechst nuclear intensity, 48 h; actives 2.9% (n = 350,000); Potency, µM (titrated, usually from 46.1 µM), for inactives: at the highest dose activity, positive = re-replication, usual class: activators; also: potency is read from the fitted curve at half-maximal effect; % of control where 0% means no effect; nearly all actives have a fitted effect of over 50% in size
KB-3-1 tox = kills parental KB-3-1 adenocarcinoma cells; KB-3-1 viability, CellTiter-Glo ATP luminescence, 72 h; Potency, µM (highest dose often 46.1 µM), without a hit: at the top dose activity change, negative = cytotoxic, actives largely listed as cytotoxic; actives 1.4% (n = 400,000); AID 1347075; also: potency is read from the fitted curve at half-maximal effect; % is scaled to controls: 0 for no effect and ±100 for the full control effect; nearly all actives have a fitted effect of over 60% in size
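Viability of parental KB-3-1 cells, measured by CellTiter-Glo luminescence, followed a 72 h incubation at 37 °C with pinned compounds in phenol-red-free DMEM containing 10% FBS.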
GLP1R cytotox = cytotoxicity counter-screen for GLP-1 receptor inverse agonists. HEK293 cAMP-luciferase reporter cells, luminescence, 24 h. Potency, µM (titrated, usually from 38.3 µM), inactives show at the highest dose activity change, negative = inhibition, usual class: inhibitors. actives 0.13% (n = 410,000);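 also: loss of luciferase light is scored as toxicity; potency is read from the fitted curve at half-maximal effect; % is scaled to controls: 0 for no effect and ±100 for the full control effect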
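MLSMR compounds, 24 hr on cells at 37 deg C/5% CO2; luminescence after luciferase reagent (12 min RT). Inhibition counted as the undesired cytotoxic outcome.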
SW480 rereplic = DNA re-replication induction in SW480 cells | Potency, µM (series often up to 46.1 µM), without a hit: at the top dose re-replication activation, actives largely listed as activators | SW480 DNA re-replication, Hoechst DNA content imaging, 48 h | actives 1.8% (n = 340,000); also: potency is read from the fitted curve at half-maximal effect; % of control where 0% means no effect; nearly all actives have a fitted effect of over 55% in size
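DNA re-replication was detected as more nuclei of elevated Hoechst intensity after 48 hr exposure to compound (23 nL pinned per well of 250 cells).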
HT1080NT lethal = kills 2HG-producing HT-1080-NT fibrosarcoma cells. HT-1080-NT fibrosarcoma viability, CellTiter-Glo ATP luminescence, 48 h. Potency, µM (titrated, usually from 46.1 µM), for the others: at the highest dose activity, negative = less viability, hits mostly cytotoxic. actives 1.6% (n = 360,000). AID 686970;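 also: NT is the 2HG producing partner of a matched IDH1 knockdown line; potency is read from the fitted curve at half-maximal effect; 0% = DMSO-treated cells and -100% = media-only wells without cells; nearly all actives have a fitted effect of over 55% in size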
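Viability by CellTiter-Glo luminescence after 48 h compound exposure at 37C of HT-1080-NT cells (750/well, RPMI, 5% FBS). % activity scaled between DMSO wells and medium-only wells, then curve-fitted and categorized by curve class.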
IL1B secr inh = inhibitors of inflammasome signaling (IL-1 beta secretion); actives 4.7% (n = 360,000); activity change, % at 57.5 µM; AID 743279; THP-1 LPS/ATP IL-1B secretion, AlphaLISA, 16 h; active compounds read low; in the data active = activity change below about -50%; inconclusive = mostly about -30% to -49%; also: % is scaled to controls: 0 for no effect and ±100 for the full control effect
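THP-1 cells pretreated 1 hr with compounds (up to 57.5 uM final), then stimulated with LPS (250 ng/mL final) plus ATP (1.25 mM final); secreted IL-1B measured by AlphaLISA after 16 hr, decreased signal indicating inhibition.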
HT1080 IDH1KD tx = toxicity to HT-1080 IDH1 knockdown cells (counter line). HT-1080 IDH1 knockdown viability, ATP luminescence, 48 h. Potency, µM (top dose mostly 46.1 µM), inactives show top-dose activity, negative = toxicity, hits mostly cytotoxic. actives 2% (n = 360,000). AID 686971;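 also: potency is read from the fitted curve at half-maximal effect; 0% = DMSO wells and -100% = cell-free medium wells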
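Using the IDH1-knockdown HT-1080 line run in the same batch and compound series as the NT line, viability after 48 h at 37 °C was determined by CellTiter-Glo luminescence and expressed as % activity.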
D3 ag = activates the human D3 dopamine receptor; max activation, %; actives 0.58% (n = 410,000); D3R DiscoveRx beta-arrestin cells, luminescence, 90 min; in the data active = max activation above about 30%; also: 0% is about no effect; mostly tested at two doses, the higher about 12 µM
Target sequence (P35462 whole entry, looked up): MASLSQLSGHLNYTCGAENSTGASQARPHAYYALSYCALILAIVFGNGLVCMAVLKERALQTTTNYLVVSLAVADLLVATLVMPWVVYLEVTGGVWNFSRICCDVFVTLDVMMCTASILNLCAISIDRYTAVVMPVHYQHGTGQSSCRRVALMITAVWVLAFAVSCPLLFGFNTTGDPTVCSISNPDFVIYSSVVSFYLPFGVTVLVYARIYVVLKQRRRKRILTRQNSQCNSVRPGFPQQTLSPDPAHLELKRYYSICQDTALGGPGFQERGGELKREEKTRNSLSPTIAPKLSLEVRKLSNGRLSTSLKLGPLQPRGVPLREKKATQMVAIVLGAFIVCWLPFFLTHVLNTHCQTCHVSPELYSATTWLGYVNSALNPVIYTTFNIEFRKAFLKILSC
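Cells at 1500/well, incubated overnight, then treated with pinned compounds (dopamine as control) for 90 min at 37 degrees C. DiscoveRx reagent added for 30 - 60 minutes at room temperature; luminescence read.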
KB-V1 MDR tox = KB-V1 MDR subline cytotoxicity. KB-V1 MDR cells viability, CellTiter-Glo, 72 h. actives 3.4% (n = 400,000). Potency, µM (series often up to 46.1 µM), inactives show top-dose activity change, negative = cytotoxicity, most hits filed as cytotoxic; also: potency is read from the fitted curve at half-maximal effect; % is scaled to controls: 0 for no effect and ±100 for the full control effect; nearly all actives have a fitted effect of over 60% in size
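Compound-treated KB-V1 multidrug-resistant cells, 72 h, 37 degrees C; viability by CellTiter-Glo. Fitted qHTS curves give the values.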
* hit, by the source's call; i = inactive; u = inconclusive; x = not tested or not shown; [ ] = another dose, or the depositor's remark. Unless noted, calls follow the shape of the dose curve; as a rule, active = well fitted curve in the direction sought with a large enough effect; inconclusive = small, poorly fitted or top-dose-only effect, or another doubt; inactive = no such curve, though single readings can be large; an effect the other way counts as inactive or inconclusive. Compounds were not picked by outcome. Share with any hit: about 11%.

Value order: MCF10A rerep | KB-3-1 tox | GLP1R cytotox | SW480 rereplic | HT1080NT lethal | IL1B secr inh | HT1080 IDH1KD tx | D3 ag | KB-V1 MDR tox
- COc1ccc(C2CC(c3ccc(Cl)cc3Cl)Nc3nc(N)nn32)cc1OC (stereo not drawn)
 : -3% | 3% | -20% | -5% | 10% | 36 | -1% | 4 | 4%
- Cc1ccc(-c2cn3c(n2)sc2cc(C(=O)NC(C)C45CC6CC(CC(C6)C4)C5)ccc23)cc1 (stereo not drawn)
 : x | 0% | -6% | x | x | x | x | 0 | 4%
- CCOc1ccccc1C(C(=O)NC1CCCC1)N(C(=O)c1csnn1)C1CC1 (stereo not drawn)
 : -12% | -17% | 13% | -1% | 2% | 2 | -3% | 1 | -1%
- CS(=O)(=O)N1CCN(c2ccccc2NC(=O)c2cccc3ccccc23)CC1
 : 8% | -14% | -11% | -5% | 8% | -8 | 11% | 0 | 1%
- O=C(CCSc1nnc(-c2ccncc2)o1)Nc1ccc(F)cc1
 : 0% | 5% | 0% | -11% | 7% | 10 | -7% | -3 | 4%
- Cc1ccc(NC(=O)NC(=O)CSc2nnc(-c3ccc(OC(F)F)cc3)n2N)c(C)c1
 : 0% | 17% | -3%[1.53 µM] | -1% | 0% | 12 | -1% | 4 | -1%
- Nc1nc(=S)c2ncn(C3OC(CO)CC3O)c2[nH]1 (stereo not drawn)
 : u | u | 8% | 3% | -19% | 49 | u | -5 | 0%
- CC1CN(C(=O)c2ccncc2)CC(C)O1 (stereo not drawn)
 : 2% | -17% | -3% | 19% | -4%[9.24 µM] | -5 | -17% | -6 | 19%
- COc1ccc(C)cc1NS(=O)(=O)c1ccc2c(c1)N(C(C)=O)CCO2
 : 2% | 0% | 2% | -1% | -4% | 6 | -5% | -10 | -10%
- Cc1ccc2nc(SCC(=O)Nc3ccc4c(c3)CCC4)[nH]c2c1
 : 25% | -1% | -8% | 24% | -28% | 0 | -21% | -12 | -13%
- COc1ccc(/C=C/C(=O)Nc2ccc3nc(N4CCC(C)CC4)cc(C)c3c2)cc1
 : x | -4% | 6% | x | x | x | x | -4 | 0%
- CCN1C(C(=O)Nc2cc(C)on2)=C(O)c2ccccc2S1(=O)=O
 : -8% | 1% | 0% | -11% | 0% | -19 | -2% | 2 | -1%
- CN(CCCN1CCOCC1)C(=O)c1ccc2nc(Cc3cccc(Cl)c3)oc2c1
 : u | 12% | 1% | u | 0% | i | 0% | 1 | -38%
- Cn1c(CCNC(=O)c2ccco2)nc2ccccc21
 : 3% | 8% | 5% | -3% | -1% | 1 | 7% | 11 | -4%
- COc1cc(NC(=O)Cn2ncc3c(=O)oc4ccccc4c32)cc(OC)c1OC
 : x | 0% | 2% | x | x | x | x | 6 | 39%
- COc1ccc(CN2CCN(C(=O)c3ccc(-c4ccccc4)cc3)CC2)c(OC)c1OC
 : -13% | 2% | -5% | 0% | 3% | 16 | 14% | 6 | 17%
- Cc1ccc(CN(CC(=O)NC2CCCC2)C(=O)c2csnn2)cc1
 : 0% | -6% | 10% | -2% | 0% | -2 | 12% | -8 | u
- CC1CCc2[nH]c3ccc(C(=O)NCC4CCCO4)cc3c2C1 (stereo not drawn)
 : 15% | 12% | 13% | u | -11% | -51* | -12% | -5 | -4%
- CN(C)c1ccc(-c2nc3ccccc3c(=O)[nH]2)cc1
 : 22% | u | 8% | 9% | -13% | -10 | -12% | 1 | 1%
- C/C(Cn1cnc([N+](=O)[O-])n1)=N\NC(=O)c1ccccc1
 : -4% | 9% | -1% | -4% | 14% | 0 | 0% | -6 | -4%
- Cc1cccc(NC(=O)c2sc3nc(-c4ccccc4)cn3c2C)n1
 : -2% | 0% | u | -3% | -5% | -59* | -18% | 17 | 21µM*
- Cn1c(=O)c2c([nH]c(=S)n2CCCc2ccccc2)n(C)c1=O
 : 7% | -3% | -16% | 23% | 3% | 7 | 1% | 6 | 9%
- CC(Cc1cccs1)NC(=O)Nc1ccc(F)cc1 (stereo not drawn)
 : 1% | 6% | 1% | 4% | 2% | -21 | 7% | -3 | u
- Cc1ccc(S(=O)(=O)N(C)C)cc1NC(=O)C(C)OC(=O)c1ccc2c(=O)n3c(nc2c1)CCC3 (stereo not drawn)
 : 1% | 2% | 10% | -11% | -5% | -7 | 0% | -2 | 7%
- C(=C\c1ccccc1)/C=N/Nc1ccc2nncn2n1
 : -2% | -1% | 8% | -2% | 6% | 0 | 9% | 7 | 2%
- CCCCCN(C(=O)CCC(=O)OCC(=O)N(C)Cc1ccccc1C)c1c(N)n(CCCC)c(=O)[nH]c1=O
 : 4% | 26% | 11% | 6% | -5% | -2 | -3% | -1 | -2%
- Cc1noc(NS(=O)(=O)c2ccc(NC(=O)c3cc(-c4ccccc4Cl)nc4ccccc34)cc2)c1C
 : 20% | 9% | 1% | -16% | -28% | 6 | -25% | -3 | u
- CCCN1CC(=O)N2Cc3[nH]c4ccccc4c3C[C@H]2C1=O
 : 0% | -6% | 0% | -6% | 2% | -29 | 18% | -4 | -9%
- Cc1ccsc1-c1nc(CSCC(=O)NCc2ccc3c(c2)OCO3)c(C)o1
 : -2% | 9% | 3% | -8% | -1% | u | -1% | 2 | -8%
- NNC(=O)c1ccc(CSc2n[nH]c(=O)[nH]c2=O)cc1
 : 11% | -6% | 15% | -5% | 4% | -8 | -2% | -1 | 8%
- CSc1nc(C)cc(Oc2ccc(OCC(N)=O)nn2)n1
 : -3% | 2% | -3%[7.66 µM] | 0% | 7% | 15 | 12% | 1 | -1%
- O=C(CCCc1c[nH]c2ccccc12)NCc1ccccc1F
 : 15% | -2% | -2% | -2% | -1% | -1 | 17% | -2 | -1%
- Cc1cccc(Oc2nc(-c3ccccc3)cc(C)c2S(C)(=O)=O)c1C
 : 9% | -5% | 17% | -1% | u | -12 | u | -2 | -3%
- COc1ccc(NC(=O)c2cccc(S(=O)(=O)N3CCCC3)c2)cc1OC
 : 4% | 0% | 9% | 1% | -7% | 19 | -5% | -5 | -17%
- CCC(=O)c1cn(CC(=O)OC)c2ccccc12
 : -9% | 0% | -8% | -1%[9.22 µM] | 1% | 39 | 1% | -6 | 5%
- Cc1ccc(C(c2nnnn2C2CCCC2)N2CCN3CCCC3C2)cc1 (stereo not drawn)
 : -1% | 3% | -20% | 2% | -10% | -17 | -2% | -5 | -3%
- CCC(CC)C(=O)c1c[nH]c(C(=O)NCc2ccc(F)cc2)c1
 : -1% | -1% | 2% | -1% | 1% | -16 | 0% | -3 | 10%
- CC(=O)c1cnc(Nc2nc(C)c3ccc(C)cc3n2)nc1C
 : -2% | -3% | 0% | -3% | 14% | -4 | 0% | 5 | -17%
- CC(NC(=O)COC(=O)/C=C/c1ccco1)c1ccccc1 (stereo not drawn)
 : 3% | -3% | -12% | -13% | 5% | 4 | -1% | 9 | 0%
- COc1ccc(-c2sc3ccccc3c2-c2cc(OC)ccc2C=O)cc1
 : x | u | -2% | x | u | 78 | u | 7 | -27%
- C/C(=N/OCC(=O)Nc1ccc(C)cc1C)c1cccs1
 : -1% | 2% | 24% | 4% | 21% | 1 | 11% | -4 | -4%
- COc1ccc(O)c(/C=C(\C#N)C(=O)Nc2ccccn2)c1
 : -11% | -1% | 16% | -5% | 0% | 20 | -11% | -5 | -10%
- CN1c2ccc(Cl)cc2-c2nc(SCC(=O)Nc3cc(F)ccc3F)ncc2S1(=O)=O
 : x | 2% | 3% | x | x | x | x | -19 | 3%
- CN(Cc1ccccc1)C(=O)COc1ccc(C(C)(C)C)cc1
 : u | 0% | 3% | 3% | -6% | -10 | 0% | -7 | -5%
- O=C(NCCc1ccc(Cl)cc1)C1CC(=O)N(C2CCCCC2)C1 (stereo not drawn)
 : 4% | -6% | 3% | 14% | 1% | -8 | 2% | -23 | -14%
- Cc1ccc2cc(CN(CC3CCCO3)S(=O)(=O)c3cccc4nsnc34)c(=O)[nH]c2c1 (stereo not drawn)
 : -9% | 2% | -25% | -1% | -1% | 2 | 12% | 23 | 21%
- CCOC(=O)N1CCN(c2nc(SC)nc3sc4c(c23)CC(C)(C)OC4)CC1
 : 14% | -6% | -6% | -4% | 12% | 8 | 9% | 2 | -1%
- COC(=O)c1cc(C)cc(=O)o1
 : -3% | 3% | 1% | -28% | 4% | -8 | 12% | 4 | 5%
- COc1cc(NC(=O)C2(C)CCCN2C)cc(OC)c1OC (stereo not drawn)
 : x | 0% | -12% | x | u | 18 | u | 4 | u
- Cn1cnnc1SCC(=O)Nc1ccc2nc(SCc3ccccc3F)sc2c1
 : -2% | 1% | -16% | 0% | 8% | 20 | 1% | 1 | 21µM*
- CCCCN1CC(c2nc3ccccc3n2CCCCOc2cccc(C)c2C)CC1=O (stereo not drawn)
 : x | -27% | -15% | x | x | x | x | -3 | 18µM*
- COc1ccc(OC)c(NC(=O)CCCNC(=O)Cn2cnc3sc(C)c(C)c3c2=O)c1
 : -8% | u | 12% | -10% | -2% | 10 | 9% | 13 | -3%
- CCOCCCn1c(=N)c(C(=O)NC(C)c2ccccc2)cc2c(=O)n3cccc(C)c3nc21 (stereo not drawn)
 : x | u | 171%[activator] | x | x | x | x | -3 | u
- COc1cccc(C2=NN(C(=O)c3ccccc3)C(O)(C(F)(F)F)C2)c1 (stereo not drawn)
 : u | 1% | -16% | -3% | -6% | -10 | -15% | -8 | -15%
- Cn1nc(C(F)(F)F)c(C(=O)Nc2ccc(F)cc2F)c1Sc1cccc(Cl)c1
 : u | 0% | -1% | u | -4% | -5 | u | -24 | 16µM*
- O=C(NC(=O)c1ccc(Cl)c(Cl)c1)OC1CCS(=O)(=O)C1 (stereo not drawn)
 : 1% | 8% | 0% | -13% | -3% | 12 | -1% | -3 | -4%
- OCCN(CCCn1c(-c2ccncc2)nc2ccccc21)c1nc(CN2CCCCC2)cs1
 : -17% | 9% | 0% | -7%[9.22 µM] | 5% | -10 | 3% | -25 | 0%
- O=C(CSc1ncnc2sccc12)N1CCN(C(=O)c2cccs2)CC1
 : 7% | x | 12% | -3% | -4% | -1 | -2% | -2 | x

Assay outcomes: PubChem BioAssay, National Center for Advancing Translational Sciences (NCATS)
